Screens (PubChem BioAssay)
HP1b binding inh: HTS for Inhibitors of HP1-beta Chromodomain Interactions with Methylated Histone Tails. Potency, µM (highest dose often 114 µM), for the others: at the top dose activity change, negative = inhibition, actives largely listed as inhibitors. AlphaScreen HP1-beta / biotin-H3K9me3 peptide binding. Chromobox protein homolog 1 (Homo sapiens), P83916. AID 540317, 2011. hit rate 0.56% among 390,000; also: potency is read from the fitted curve at half-maximal effect; nearly all actives have a fitted effect of over 70% in size; inactives centre near 23
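AlphaScreen: HP1-beta (50 nM) preformed 30 min with biotin-H3(1-18)K9me3 peptide (50 nM) in PBS pH 7.4, 0.01% Tween-20. Compound added for 30 min at RT, then streptavidin donor/nickel chelate acceptor beads (10 ug/mL) for 30 min.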
G9a block: qHTS Assay for Inhibitors of Histone Lysine Methyltransferase G9a; Histone-lysine N-methyltransferase EHMT2 (Homo sapiens), Q96KQ7; G9a H3K9 monomethylation, AlphaScreen, 2 h; Potency, µM (doses to about 102 µM), without a hit: top-dose activity, negative = inhibition, hits mostly inhibitors; hit rate 8.8% among 350,000; also: potency is read from the fitted curve at half-maximal effect; % is scaled to controls: 0 for no effect and ±100 for the full control effect; nearly all actives have a fitted effect of over 75% in size
Target sequence (Q96KQ7 913-1193 limits assumed): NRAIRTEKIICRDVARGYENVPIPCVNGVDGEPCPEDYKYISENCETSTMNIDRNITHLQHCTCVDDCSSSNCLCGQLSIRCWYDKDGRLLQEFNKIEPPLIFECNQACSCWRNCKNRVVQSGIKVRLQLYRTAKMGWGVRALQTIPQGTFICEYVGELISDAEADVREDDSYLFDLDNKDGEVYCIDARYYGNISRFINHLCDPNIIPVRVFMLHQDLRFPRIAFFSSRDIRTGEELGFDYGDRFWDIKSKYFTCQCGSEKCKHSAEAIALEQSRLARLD
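Methyltransferase reactions run at room temperature for 2 h (20 nM enzyme, 500 nM biotin-H3K9 peptide, 20 uM SAM) after a 15 min compound preincubation; product detected by AlphaScreen beads and anti-H3K9me1 antibody.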
ALOX12 inh: Primary qHTS assay for inhibitors of human arachidonate 12S-lipoxygenase (ALOX12): Round 2. hit rate 1.1% among 580,000. purified 12hLO, xylenol orange hydroperoxide absorbance. Potency, µM (series often up to 108 µM), without a hit: at the top dose activity change, negative = inhibition, hits mostly inhibitors. AID 1671190, 2021. Polyunsaturated fatty acid lipoxygenase ALOX12 (Homo sapiens), P18054; also: potency is read from the fitted curve at half-maximal effect; % is scaled to controls: 0 for no effect and ±100 for the full control effect
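Purified human 12hLO at 150 nM in 25 mM Hepes, 0.01% Triton X-100, pH 7.0, preincubated 15 min at room temperature with compound. Reaction started with 40 uM arachidonic acid, 30 min at room temperature. Hydroperoxide measured by Fe-xylenol orange, 573/405 nm absorbance ratio.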
PI4K2A inh: qHTS for small molecular inhibitors of PI4K2A; Phosphatidylinositol 4-kinase type 2-alpha (Homo sapiens), Q9BTU6; purified PI4K2A, ADP-Glo luminescence, 1 h; stronger effect = lower value; activity change, negative = inhibition, % at 76.9 µM; hit rate 0.13% among 420,000; AID 1346378, 2018; in the data active = activity change below about -50%; inconclusive = mostly about -30% to -49%;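 also: -100% = wells without enzyme as full effect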
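ADP-Glo luminescence measured ADP generated by PI4K2A enzyme (4 ug/mL before mixing) with 1.2 mM PI substrate (pre-mix) and 300 microM ATP (pre-mix). Tris pH7.5 buffer with MgCl2, Triton X-100; 1 h reaction at ambient temperature.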
RGS4 inhibitor: Inhibitors of Regulator of G Protein Signaling (RGS) 4: qHTS | Regulator of G-protein signaling 4 (Homo sapiens), P49798 | Transcreener GDP fluorescence polarization, RGS4-accelerated GTP hydrolysis | Potency, µM (highest dose often 114 µM), for inactives: top-dose activity change, negative = inhibition, usual class: inhibitors | hit rate 0.039% among 390,000; also: potency is read from the fitted curve at half-maximal effect; % is scaled to controls: 0 for no effect and ±100 for the full control effect; nearly all actives have a fitted effect of over 75% in size; some results filed as inactive show a strong effect at the top dose
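MLSMR compounds (23 nl, pin-transferred) preincubated 10 min at room temperature with a 500nM (2x) first reagent, then RGS4 at 900nM (2x) plus Transcreener GDP mix added; fluorescence polarization (620/688 nm) read before and after 90 min at 30 °C.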
GLS inh: qHTS for Inhibitors of Glutaminase (GLS) | Potency, µM (highest dose often 45.5 µM), without a hit: top-dose activity change, negative = inhibition, hits mostly inhibitors | hit rate 0.21% among 410,000 | GLS enzymatic activity, qHTS titration; also: potency is read from the fitted curve at half-maximal effect; % is scaled to controls: 0 for no effect and ±100 for the full control effect
Target sequence (O94925 whole entry, looked up): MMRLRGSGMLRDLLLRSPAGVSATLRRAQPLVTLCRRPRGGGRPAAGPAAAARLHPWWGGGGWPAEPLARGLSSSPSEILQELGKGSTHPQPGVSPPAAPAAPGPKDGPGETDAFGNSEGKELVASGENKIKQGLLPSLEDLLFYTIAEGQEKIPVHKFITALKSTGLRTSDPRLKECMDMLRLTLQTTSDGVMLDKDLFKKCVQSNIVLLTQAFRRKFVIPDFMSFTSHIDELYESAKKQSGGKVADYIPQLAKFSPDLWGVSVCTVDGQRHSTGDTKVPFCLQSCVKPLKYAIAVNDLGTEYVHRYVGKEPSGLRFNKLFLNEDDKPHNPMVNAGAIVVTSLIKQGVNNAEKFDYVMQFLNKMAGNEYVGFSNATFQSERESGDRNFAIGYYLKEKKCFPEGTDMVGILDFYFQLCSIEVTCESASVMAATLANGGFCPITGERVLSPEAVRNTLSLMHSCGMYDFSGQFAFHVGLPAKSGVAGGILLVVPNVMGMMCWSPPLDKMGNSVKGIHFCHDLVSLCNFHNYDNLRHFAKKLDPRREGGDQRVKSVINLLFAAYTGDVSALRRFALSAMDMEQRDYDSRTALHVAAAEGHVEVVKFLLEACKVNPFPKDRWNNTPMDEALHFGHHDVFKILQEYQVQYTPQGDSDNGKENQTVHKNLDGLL
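Two-point fluorescence kinetic (t0, 30 min RT) for hKGA; glutamate detected via glutamate oxidase–HRP–Amplex Red. Substrate: 1 mM L-glutamine solution; buffer 45 mM KH2PO4, pH 8.2.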
JMJD2A Tudor inh: qHTS Assay for Inhibitors of JMJD2A-Tudor Domain; Lysine-specific demethylase 4A (Homo sapiens), O75164; AlphaScreen JMJD2A-Tudor / H3K4me3 peptide binding; Potency, µM (series often up to 114 µM), inactives show at the top dose activity change, negative = inhibition, usual class: inhibitors; hit rate 4.4% among 390,000; AID 504339, 2011; also: potency is read from the fitted curve at half-maximal effect; % is scaled to controls: 0 for no effect and ±100 for the full control effect; nearly all actives have a fitted effect of over 50% in size
ERG-DNA inh: qHTS for Small Molecule Inhibitors of the ERG Ets/DNA interaction. Transcriptional regulator ERG (Homo sapiens), P11308. hit rate 0.028% among 370,000. fluorescence polarization, His-ERG Ets domain / labelled DNA. Potency, µM (top dose mostly 76.9 µM), without a hit: top-dose FP activity, negative = inhibition, actives largely listed as inhibitors; active = well fitted inhibition curve with a large enough effect in the polarisation, with a control signal flat; inconclusive = small, poorly fitted or top-dose-only effect, or effect the other way, or a change in a side signal; inactive = no such curve, though single readings can be large or run the other way; the % refers to the polarisation;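 also: polarization taken with two DNA probes labelled with fluorescein and Texas red; potency is read from the fitted curve at half-maximal effect; % of control where 0% means no effect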
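His-tagged ERG Ets domain (1 uM in the protein solution; 300mM KCl, 50mM Tris-HCl, 1mM EDTA, 1mM DTT, pH 7.5) received compound, then a probe mix of 5 nM fluorescein-DNA and 100nM Texas-615-DNA. Fluorescence polarization was read for both dyes.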
BAZ2B block: qHTS Assay for Inhibitors of BAZ2B; AlphaScreen BAZ2B-H3K14Ac peptide displacement; Potency, µM (titrated, usually from 114 µM), inactives show top-dose activity change, negative = inhibition, actives largely listed as inhibitors; hit rate 4.4% among 360,000; also: potency is read from the fitted curve at half-maximal effect; % is scaled to controls: 0 for no effect and ±100 for the full control effect; nearly all actives have a fitted effect of over 60% in size
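BAZ2B (50 nM) with biotin-H3(5-23)K14Ac peptide (50 nM) in PBS pH 7.4, 0.01% Tween-20, preformed 30 min, then compound 30 min at room temperature; top concentration 110uM. AlphaScreen streptavidin donor/nickel chelate acceptor beads (10 ug/mL final), 20 min dark, signal read.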
Active calls of the source: *; ? = inconclusive; / = not tested or not shown; [ ] = another dose, or the depositor's remark. Unless noted, calls follow the shape of the dose curve; as a rule, active = well fitted curve in the direction sought with a large enough effect; inconclusive = small, poorly fitted or top-dose-only effect, or another doubt; inactive = no such curve, though single readings can be large; an effect the other way counts as inactive or inconclusive.

SMILES	HP1b binding inh	G9a block	ALOX12 inh	PI4K2A inh	RGS4 inhibitor	GLS inh	JMJD2A Tudor inh	ERG-DNA inh	BAZ2B block
C(=N\Nc1nc(-c2cccnc2)nc2ccccc12)/c1ccccc1	21%	6%	0%	-5	-9%	-11%	-13%	-14%	-8%
CC(C)CC(=O)Nc1sc2c(c1C#N)CC(C)(C)NC2(C)C	14%	-42%	-10%	-3	0%	13%	-6%	-2%	-35%
CCc1cccc(NC(=O)c2cnc(N3CCOCC3)c3ccccc23)c1	13%[57 µM]	13%[59 µM]	-16%	-2	20%	7%	0%	-5%	0%
CCOC(=O)/C=c1\s/c(=C\c2ccc3cc(OC)ccc3c2)c(=O)n1CC(=O)NCc1ccc2c(c1)OCO2	39%	-10%[59 µM]	-3%	5	1%	2%	-9%	0%	0%
Cn1c(=O)c2c(nc(NCCNC(=O)c3ccco3)n2Cc2ccc(Cl)cc2Cl)n(C)c1=O	18%	-10%	9%	5	-11%	3%	-15%	-4%	-1%
CC(C)(C)c1ccc(NC(=S)NCc2cccs2)cc1	37%	50%[59 µM]	32µM*	-7	-32%	3%	-16%	-6%	-5%
CC(=O)CCC(=O)N1CCCC(N2CCN(c3cccc(Cl)c3)CC2)C1 (configuration not stated)	13%	19%	-55%	5	5%	10%	-5%	14%	-25%
CCOC(=O)c1ccc(NC(=O)c2ccccc2[N+](=O)[O-])cc1	?	-40%[59 µM]	-15%	0	?	11%	-32%[57.1 µM]	-1%	-21%
Cc1ccc(CNC(=O)Cn2c(-c3cccs3)cc3cc(Cl)ccc32)cc1	19%	4%[59 µM]	-16%	-1	-8%	-3%	2%	2%	1%
O=C(CN(Cc1ccccc1)C(=O)CNS(=O)(=O)c1ccc(F)cc1)NCC1CCCO1 (configuration not stated)	24%	2%	?	-8	5%	4%	10%	3%	-5%
COc1ccc(-c2cc3nc(C)c(CCC(=O)N4CCN(c5ccccc5)CC4)c(C)n3n2)c(OC)c1	28%	-31%[59 µM]	0%	-2	-24%	-6%	-25%	-6%	-27%
O=C(NC12CC3CC(CC(C3)C1)C2)c1cncc(O)c1	8%	7%[12.7 µM]	-4%	-4	6%	0%	-5%	-9%	0%
CC(C)Cc1ccc(S(=O)(=O)Nc2cc3c(cc2N2CCOCC2)n(C)c(=O)c(=O)n3C)cc1	7%	-1%[59 µM]	-19%	-1	-10%	24%	-12%	-6%	-15%
O=S(=O)(c1ccc(F)cc1)N1CCN(c2ccc(-c3ccccc3)nn2)CC1	37%[activator]	-4%	-11%	-1	-6%	0%	-17%[11.4 µM]	-11%	1%
O=C(COC(=O)/C=C/c1cccc(F)c1)NC(=O)NC1CCCC1	17%	/	-4%	0	-9%	4%	-15%	10%	/
N/C(=N\OC(=O)c1ccccc1)c1ccn[nH]1	51%[activator]	20%	0%	-15	7%	4%	0%	4%	-12%
O=c1cc(CO)oc(C(Nc2ccccn2)c2ccccc2Cl)c1O (configuration not stated)	?	1.1µM*	?	-5	?	28%	28µM*	2%	?
Cc1[nH]c(=O)c(C#N)cc1-c1ccncc1	18%	-4%[59 µM]	-7%[22.9 µM]	0	17%[56.9 µM]	2%	-16%	0%	-5%
COc1ccc2c(c1)c(=O)c(S(=O)(=O)c1ccc(C)c(C)c1)cn2CC(=O)Nc1ccccc1	58%[activator]	2%[59 µM]	-27%	0	-12%	-6%	-5%	3%	-3%
O=C(OCc1nnc(-c2ccccc2)o1)C1CCN(C(=O)c2ccc(Cl)cc2)CC1	44%[activator]	?	13%	3	-38%	-4%	-7%	7%	3%
O=C(c1ccco1)c1coc2c1cc(O)c1ccccc12	-2%	40µM*	?	1	3%[11.4 µM]	15%	?	0%	-21%
COc1ccc(N2CCC(CNC(=O)Nc3ccc(C)c(C)c3)C2)cc1 (configuration not stated)	?	2µM*	?	-6	-4%	4%	25µM*	23%	40µM*
CN(CC(=O)Nc1cccc(F)c1)C(=O)CCCn1c(=O)oc2ccccc21	7%	7%[0.501 µM]	6%	-3	0%	-1%	-15%	0%	-5%
C=CCNc1sc(C(=O)c2cccs2)c(N)c1C#N	19%	13µM*	-4%	0	10%	-3%	-22%	2%	-1%
Cc1cc(C(=O)OCC(=O)N2c3ccccc3NC(=O)C2(C)C)c(C)n1-c1ccccc1	?	-20%[59 µM]	-26%	-4	11%	-4%	?	8%	?
CC(=O)Nc1c(C)nn(-c2ccc(C)c(C)c2)c1C	13%	41%[12.7 µM]	-8%	-2	-5%	2%	-1%	15%	3%
COCc1c(C(=O)OCC(=O)N2c3ccccc3CC2C)oc2ccccc12 (configuration not stated)	24%	-5%	0%	4	7%	4%	-8%	3%	2%
O=C(Cn1nnc(-c2cccs2)n1)N1CCOCC1	16%	5%	-16%	0	9%	38%[activator]	-10%	5%	5%
NS(=O)(=O)c1ccc(CNC(=O)c2cc(=O)c3ccccc3o2)cc1	24%	-8%	-5%	26	-3%	0%	-10%	-4%	1%
COc1cc(NC(=O)COC(=O)c2ccc(C)c(S(=O)(=O)N3CCCCC3)c2)c(C)cc1[N+](=O)[O-]	-15%	-17%[59 µM]	-19%	1	32%	5%	-34%	-2%	-32%
CCCc1nc2ccc(NC(C)=O)cc2c(=O)n1Cc1cccc(Cl)c1	-3%	23%	?	-1	12%	4%	-19%	6%	-27%
Cc1ccc(CSCC(=O)N2CCOCC2)cc1	-3%	-21%	0%	0	-35%[11.4 µM]	?	?	-4%	-5%
O=C(CN1C(=O)C2C3C=CC(C3)C2C1=O)NCc1ccco1 (configuration not stated)	22%	8%[59 µM]	1%	-5	-38%	7%	12%	8%	9%
Nc1nonc1-n1nnc(C(=O)N/N=C/c2cccc(Cl)c2)c1CN1CCCCCC1	49%[activator]	/	-2%	-1	-16%	0%	-12%	-14%	/
CCOc1ccc(N2C(=O)/C(=C/c3ccccc3)N=C2SC)cc1	24%[57 µM]	62%[activator][59 µM]	-3%	11	-3%	9%	-1%	-7%	4%
CCN(CC)c1ccc(-c2nc3cnccn3c2NC2CCCC2)cc1	?	50µM*	0%	-3	?	?	79µM*	-5%	-5%
CCC(C)[C@H](NC(=O)[C@@H]1CSC2c3ccccc3C(=O)N21)C(=O)NCc1ccncc1 (some centres not stated)	26%	?	0%	-1	-3%	0%	-8%	-7%	-11%
COc1ccc(C(=O)NC2CC2)cc1OC1CCN(Cc2ccc(Cl)cc2)CC1	27%	/	/	3	31%	0%	-8%	5%	-7%
Nc1ncnc(NNC(=O)CNC(=O)c2c(F)cccc2Cl)c1[N+](=O)[O-]	34%	1%	1%	-3	-1%	0%	-17%	18%	-32%
CC1CCC(NC(=O)Cn2c(=O)oc3cc(S(=O)(=O)N4CCCC4)ccc32)CC1 (configuration not stated)	15%	?	-4%	-6	36%	-17%	-19%	3%	?
COc1ccc(C(=O)OCC(=O)Nc2ccc(F)c(F)c2)cc1OC	-11%	21%	-31%	-5	-9%[11.4 µM]	-9%	-7%[11.4 µM]	0%	-29%
O=C1CCC([N+](=O)[O-])C(c2ccc(Br)cc2)N1 (configuration not stated)	21%	11%[59 µM]	-15%	0	44%	-1%	-6%	6%	9%
CCN1CCSc2ccc(C(=O)NCc3cc(Br)ccc3OC)cc21	11%	-4%	-24%	-3	5%	9%	-25%	-8%	-26%
Cc1c(OC(C)C(=O)NCC2CCC(C(=O)O)CC2)ccc2c3c(c(=O)oc12)CCCC3 (configuration not stated)	58%[activator]	-9%	-8%	5	-7%	-9%	-7%	-12%	-18%
O=C(CCc1ccccc1)c1nnc(-c2ccccc2)o1	126%[activator]	98%[activator]	26%	-14	4%	19%	117%[activator]	-1%	102%[activator]
CCN1CCN(c2ccccc2NC(=O)C(C)Oc2ccc(C(C)=O)cc2)CC1 (configuration not stated)	31%	20%[59 µM]	198%[activator]	2	-33%	0%	1%	-9%	-2%
Cc1cc(NC(=O)COc2cccc([N+](=O)[O-])c2)no1	29%	/	365%[activator]	0	3%	-1%	-2%	-1%	-10%
COc1ccc2c(c1)C1(C)CC(C)(C)N2C(=O)N1c1ccccc1 (configuration not stated)	-7%	?	0%	-1	4%	1%	?	3%	?

Fetched by structure from the list above (2):
SMILES	HP1b binding inh	G9a block	ALOX12 inh	PI4K2A inh	RGS4 inhibitor	GLS inh	JMJD2A Tudor inh	ERG-DNA inh	BAZ2B block
CCC(C)[C@H](NC(=O)[C@@H]1CSC2c3ccccc3C(=O)N21)C(=O)NCc1ccncc1 (some centres not stated)	26%	?	0%	-1	-3%	0%	-8%	-7%	-11%
Nc1nonc1-n1nnc(C(=O)N/N=C/c2cccc(Cl)c2)c1CN1CCCCCC1	49%[activator]	/	-2%	-1	-16%	0%	-12%	-14%	/

Some of the compounds tested (hit frequency here may not be typical).
